Rab9 promoter act = activates the Rab9 promoter; 2.8% of 320,000 active; Potency, µM (titrated, usually from 9.22 µM), without a hit: top-dose activation, negative = inhibition, actives largely listed as activators; Huh7 Rab9 promoter-luciferase reporter, luminescence, 24 h; AID 485297; note: % of control where 0% means no effect; nearly all actives have a fitted effect of over 60% in size
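Steps: seed 1500 Huh7 Rab9-luc cells per well, rest 2 h at 37 °C; add compound in DMSO; incubate 24 h; add luciferase reagent, 10 min ambient; read luminescence.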
MBNL1 CUG block = blocks human MBNL1 binding to CUG repeat RNA | Q9NR56 | TR-FRET MBNL1-His/biotin-(CUG)12 binding, 665/545 ratio | Potency, µM (doses to about 57.5 µM), without a hit: at the top dose activity change, negative = inhibition, most hits filed as inhibitors | 0.036% of 280,000 active; active = well fitted inhibition curve with a large enough effect in the signal ratio, with a control signal flat, not every such curve was filed as active; inconclusive = small, poorly fitted or top-dose-only effect, or effect the other way, or a change in a side signal; inactive = no such curve, though single readings can be large or run the other way; the % refers to the signal ratio; note: % is set by controls: 0 for no effect and ±100 for the full control effect
Target sequence (Q9NR56 whole entry, looked up): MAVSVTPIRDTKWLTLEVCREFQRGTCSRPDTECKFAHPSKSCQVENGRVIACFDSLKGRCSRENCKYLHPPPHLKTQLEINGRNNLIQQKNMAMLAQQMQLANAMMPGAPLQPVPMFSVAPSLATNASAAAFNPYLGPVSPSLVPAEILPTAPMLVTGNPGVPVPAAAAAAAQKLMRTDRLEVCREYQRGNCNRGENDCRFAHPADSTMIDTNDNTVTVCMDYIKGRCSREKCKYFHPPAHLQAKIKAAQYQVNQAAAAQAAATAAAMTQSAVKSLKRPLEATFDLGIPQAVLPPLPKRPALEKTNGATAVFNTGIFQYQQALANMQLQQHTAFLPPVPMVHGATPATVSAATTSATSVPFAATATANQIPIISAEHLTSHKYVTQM
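Compounds (final 92 nM to 58 uM) are added to His-tagged MBNL1 and biotin-(CUG)12, then terbium anti-His antibody and streptavidin-XL665 (5 nM final). After 60 min at room temperature, the 665/545 nm ratio is read.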
uPA generation = blocks generation of uPA at the cell surface | cell surface uPA generation assay, qHTS | Potency, µM (titrated, usually from 38.3 µM), for the others: at the highest dose activity change, negative = inhibition, actives largely listed as inhibitors | 0.31% of 330,000 active | AID 540303; active = well fitted inhibition curve with a large enough effect; inconclusive = small, poorly fitted or top-dose-only effect; inactive = no such curve, though single readings can be large or run the other way; tested in mouse RAW 264.7 cells; note: % is set by controls: 0 for no effect and ±100 for the full control effect; nearly all actives have a fitted effect of over 55% in size
VP16 counter = inhibits Gal4-VP16 luciferase reporter, ROR gamma counter-screen | Drosophila S2 Gal4-VP16 UAS-luciferase, luminescence, 20 h | Potency, µM (titrated, usually from 53.6 µM), for inactives: top-dose activity, negative = inhibition, most hits filed as inhibitors | 3.5% of 310,000 active;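 note: Gal4-VP16 expression switched on by copper sulfate through the metallothionein promoter; % is set by controls: 0 for no effect and ±100 for the full control effect; nearly all actives have a fitted effect of over 50% in size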
p53 reactivation = mutant p53 re-activation in reporter cells; H1299 p53-A138V BP100-luciferase reporter, luminescence, 24 h; Potency, µM (series often up to 92.2 µM), without a hit: at the highest dose activity change, positive = activation, usual class: activators; 0.063% of 320,000 active; AID 504706; note: % of control where 0% means no effect; nearly all actives have a fitted effect of over 45% in size
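p53-null H1299 cells stably carrying temperature-sensitive p53-A138V and a BP100-luciferase reporter were pinned with compounds (4-point, 1:5 series) and held 24 hrs at 37 deg C. Luminescence was read 10 min after detection reagent.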
ELG1 genotox = genotoxicity induction in ELG1-luciferase HEK293T cells; HEK293T ELG1-luciferase reporter, luminescence, 16 h; Potency, µM (titrated, usually from 46 µM), for inactives: at the highest dose activity change, positive = activation, most hits filed as activators; 1.3% of 330,000 active; note: % of control where 0% means no effect; nearly all actives have a fitted effect of over 60% in size
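Screening used a luciferase reporter fused to human ELG1 in HEK293T cells. Luminescence was read on a CCD plate imager after 16 hr exposure and 30 min ONE-Glo incubation.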
BRCA1 expr act = BRCA1 expression activation; MCF7-BRCA1-FFLuc reporter, luminescence, 48 h; response scale: scaled: vehicle 0%, 10 µM genistein 100%; Potency, µM (top dose mostly 46.1 µM), for the others: at the top dose activation, most hits filed as activators; 1.1% of 380,000 active; AID 624202; note: nearly all actives have a fitted effect of over 80% in size; some results filed as inactive show a strong effect at the top dose
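Luminescence from a BRCA1-driven firefly luciferase in MCF7 cells was the read-out, taken 15 min after substrate addition following 48 h compound exposure at 37 °C. Data were normalized to a 10 microM genistein control and DMSO vehicle.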
NPC1 promoter act = activates the NPC1 promoter | Huh7 NPC1 promoter luciferase reporter, 24 h | Potency, µM (highest dose often 9.22 µM), inactives show at the top dose activation, usual class: activators | 2.4% of 320,000 active | AID 485313;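 note: % of control where 0% means no effect; nearly all actives have a fitted effect of over 60% in size; reporter is driven by a mutant NPC1 promoter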
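Stable NPC1-promoter luciferase Huh7 line; cpd (DMSO) 24 h, 37 °C, 5% CO2; Amplite luciferase reagent 10 min RT; luminescence readout. qHTS format.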
RORgamma inh = blocks mouse ROR gamma transcriptional activity. P51450. Drosophila S2 Gal4-RORgamma UAS-luciferase reporter, 20 h. Potency, µM (top dose mostly 53.6 µM), for inactives: at the top dose activity change, negative = inhibition, hits mostly inhibitors. 5.4% of 310,000 active. AID 2551; note: % is set by controls: 0 for no effect and ±100 for the full control effect; nearly all actives have a fitted effect of over 60% in size
Target sequence (P51450 whole entry, looked up, the tested form may be a part): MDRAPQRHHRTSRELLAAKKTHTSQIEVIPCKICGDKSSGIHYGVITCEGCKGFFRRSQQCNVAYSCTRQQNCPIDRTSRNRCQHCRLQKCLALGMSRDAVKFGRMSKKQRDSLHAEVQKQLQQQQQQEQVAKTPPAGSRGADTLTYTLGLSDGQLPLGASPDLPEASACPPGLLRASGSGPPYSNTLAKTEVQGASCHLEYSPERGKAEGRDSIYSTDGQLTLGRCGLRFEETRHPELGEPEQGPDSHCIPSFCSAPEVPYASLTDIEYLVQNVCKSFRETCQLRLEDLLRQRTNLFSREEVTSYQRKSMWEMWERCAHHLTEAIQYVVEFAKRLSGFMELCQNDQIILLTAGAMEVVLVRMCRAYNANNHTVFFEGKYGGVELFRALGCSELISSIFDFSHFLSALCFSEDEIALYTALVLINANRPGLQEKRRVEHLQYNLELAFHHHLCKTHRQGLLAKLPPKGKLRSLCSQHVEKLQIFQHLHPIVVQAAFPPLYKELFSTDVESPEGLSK
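Compounds are pin-transferred onto Drosophila Schneider cells expressing a copper-inducible Gal4–ROR gamma transactivation domain fusion. After 1 hr, copper sulfate is added to 700 uM final; luciferase is read 20 hr later.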
FLuc modulator = counter-screen for miR-21 project: firefly luciferase inhibitors or activators | P08659 | purified FLuc, Km substrates, luminescence inhibition | Potency, µM (highest dose often 57.5 µM), for inactives: at the highest dose activity change, negative = inhibition, usual class: inhibitors | 6.9% of 360,000 active | AID 588342;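 note: plate controls were vehicle for no effect and reference inhibitor for full effect; nearly all actives have a fitted effect of over 55% in size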
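Purified P. pyralis luciferase (10nM final) with 10uM D-luciferin and 10uM ATP (Km levels) in 50mM Tris acetate pH 7.5, 10mM Mg acetate, 0.01% Tween-20, 0.05% BSA; qHTS 6-point titration, ~60 µM downward; luminescence read.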
* hit, by the source's call; u = inconclusive; x = no result given; [ ] = remark or other dose. Unless noted, calls come from the whole dose curve; as a rule, active = well fitted curve in the direction sought with a large enough effect; inconclusive = small, poorly fitted or top-dose-only effect, or another doubt; inactive = no such curve, though single readings can be large; an effect the other way counts as inactive or inconclusive. Potency is the fitted concentration of half-maximal effect. Rows were taken by chance; 13% or so of the library scored in one or more.

Each structure is followed by: Rab9 promoter act	MBNL1 CUG block	uPA generation	VP16 counter	p53 reactivation	ELG1 genotox	BRCA1 expr act	NPC1 promoter act	RORgamma inh	FLuc modulator
[1] CC(=O)Nc1ccc(C(=O)OCC(=O)NCc2ccc3c(c2)OCO3)cc1
    x	x	2%	x	8%	4%	4%	x	x	x
[2] COc1cc(NS(=O)(=O)c2ccc(N/C=C(\C=O)c3nc4cc(Cl)ccc4o3)cc2)nc(OC)n1
    -3%	12%	0%	u	16%	-2%	-31%	10%	14µM*	-10%
[3] C=CCn1cnc2c(c1=O)c1nc3ccccc3nc1n2Cc1ccccc1
    -4%	7%	x	-4%	-2%	3%	x	0%	4%	1%
[4] N/C(=N\OC(=O)c1ccccc1Cl)c1ccccc1
    3.2µM*	-9%	x	u	16%	u	-30%	3.2µM*	u	0.38µM*
[5] COc1ccc(N/C=C/C(=O)c2ccc(Cl)cc2)cc1
    0.71µM*	x	0%	-24%	u	3.7µM*	u	0.79µM*	-35%	0.6µM*
[6] C=CCN1C(=O)C(Cc2ccc(F)cc2)S/C1=N/N=C/c1ccco1 (stereo not given)
    -3%	x	-1%	-5%	3%	-1%	-18%	-3%	-16%	-1%
[7] CCc1nnc(NC(=O)CN2C(=O)NC3(CCCC3)C2=O)s1
    -5%	x	0%	x	23%	0%	-10%	-1%	x	3%
[8] CCOC(=O)Cc1csc(NC(=O)C(NC(=O)C2CCC(C)CC2)C(C)C)n1 (stereo not given)
    -22%	-2%	0%	2%	-6%	-6%	-25%	-9%	6%	2%
[9] COc1cc(C(=S)N2CCCC2)ccc1OCc1ccccc1
    u	5%	-4%	-2%	6%	u	u	u	-29%	u
[10] Cc1cccc(OC(C)c2ccnc3nc(/N=C/N(C)C)nn23)c1 (stereo not given)
    2%	7%	-17%	8%	-12%	-2%	-50%	0%	19%	0%
[11] C=CCOc1cccc(C2c3c(oc4ccc(F)cc4c3=O)C(=O)N2CCCN2CCOCC2)c1 (stereo not given)
    -4%	23%	7%	0%	4%	0%	-21%	-3%	0%	-1%
[12] Cc1ccc(C)n1-c1ccc(C(=O)NN)cc1
    -2%	-15%	6%	-14%	5%	8%	17%	-3%	-16%	-15%
[13] COc1cc(CCCN2C(=O)C(=O)NC[C@@H]2c2ccccc2)cc(OC)c1OC
    2%	-8%	9%	0%	0%	0%	6%	3%	31%	2%
[14] CSCC[C@H](NC(=O)c1cc2c([nH]c3ccccc32)c(-c2ccccc2)n1)C(=O)O
    -9%	3%	1%	3%	-5%	0%	-2%	-5%	7%	-19%
[15] O=C1CC[C@@H](O)CCN1CC[C@H](Sc1ccccc1)c1ccccc1
    5%	-7%	10%	-4%	x	6%	-9%	-3%	5%	-1%
[16] COc1cccc(N/C(SC)=C(/C#N)C(N)=O)c1
    2%	-2%	x	2%	u	-1%	-71%	-7%	-6%	2%
[17] O=C(c1ccco1)N1N=C2CCCCCC2C1(O)C(F)(F)F (stereo not given)
    -44%[inhibitor]	-10%	1%	1µM*	-1%	8%	-3%	-39%[inhibitor]	0.63µM*	0%
[18] O=C(COc1coc(CN2CCN(c3ccccc3)CC2)cc1=O)NC1CCCCC1
    0%	x	-9%	x	0%	2%	-3%	4%	x	2%
[19] O=C(NCc1ccco1)c1nn(-c2ccccc2)c(=O)c2ccccc12
    -10%	3%	-3%	0%	-5%	-3%	1%	0%	1%	-1%
[20] COc1ccc(C(=O)Nc2ccccc2N2CCCC2)cc1S(=O)(=O)N1CCOCC1
    2%	x	-5%	x	-8%	0%	-30%	0%	x	4%
[21] COc1ccc(-n2ncc3c2CC(C)(C)CC3NC(=O)C2=CC(=O)CC(C)(C)O2)cc1 (stereo not given)
    6%	-3%	2%	-5%	-3%	0%	-1%	-2%	22%	-11%
[22] CCCCOc1ccc(N2CC(C(=O)NCCc3ccc(OC)c(OC)c3)CC2=O)cc1 (stereo not given)
    0%	-7%	3%	-4%	-4%	20%	-10%	-3%	10%	-1%
[23] CN(C)c1ccc(NC(=O)Cn2cc3c(n2)CCCC3)cc1
    0%	-1%	13%	0%	u	u	10%	9%	u	19µM*
[24] Cc1cc(C)cc(OCC(=O)NNC(=O)CCN2C(=O)c3ccccc3C2=O)c1
    -4%	10%	6%	-11%	-9%	-1%	-2%	0%	2%	2%
[25] COc1ccc(CCNC(=O)CN2C(=O)CSc3ccc(S(=O)(=O)N4CCOCC4)cc32)cc1OC
    1%	-3%	-8%	3%	-1%	0%	-15%	-1%	-20%	-2%
[26] COc1ccc(C(=O)CNC2=NCCC2)cc1
    9%	-9%	6%	-1%	0%	3%	-9%	2%	-31%	-2%
[27] COc1cccc(-c2nnc(SCc3ccccn3)n2C)c1
    3%	-9%	-3%	14%	16%	11%	36%	8%	28%	1%[2.3 µM]
[28] CC(=O)c1ccc(N2CCN(c3ncccn3)CC2)cc1
    u	5%	-1%	16%	u	u	10µM*	u	1%	-15%
[29] Cc1cccc(N2C(N)=NC(N)=NC23CCCCC3)c1
    4%	6%	-7%	-1%	-1%	0%	0%	-2%	-12%	2%
[30] Cc1nc(N2CCN(S(=O)(=O)c3cccc4nonc34)CC2)c2c3c(sc2n1)CCCC3
    -3%	5%	4%	4%	-1%	-7%	-3%	-1%	-34%	-17%
[31] COc1ccc(Cl)cc1NC(=S)N1CCN(C(=O)C2CCCO2)CC1 (stereo not given)
    -2%	-1%	7%	-12%	-1%	2%	-5%	3%	9%	-3%
[32] O=C(COc1ccc(Br)cc1)N1CCc2ccccc21
    2.8µM*	2%	-9%	-20%	12%	u	7.1µM*	u	-1%	9.5µM*
[33] Cc1ccc(NC(=O)C2Cc3ccccc3CN2C(=O)c2ccccc2)cc1Cl (stereo not given)
    -6%	1%	5%	-4%	22%	1%	-22%	-1%	34%	-10%
[34] O=C(CCSc1ccccc1)NC(=O)COC(=O)c1ccc(OC(F)F)cc1
    -2%	-6%	-22%	0%	-10%	1%	5%	0%	10%	3%
[35] COc1ccc(-c2cc(C(=O)N3CCN(c4cccc(C)c4C)CC3)c3ccccc3n2)cc1OC
    -3%	x	-6%	x	0%	-35%[inhibitor]	-55%	-1%	x	u
[36] N#Cc1cnn(-c2ncnc3sc(-c4ccccc4)cc23)c1N
    x	-13%	11%	0%	x	x	-79%[inhibitor]	x	2%	2%
[37] CC[C@@H](C)C(NC(=O)OC(C)(C)C)c1cn([C@@H](Cc2cc3ccccc3[nH]2)C(=O)N2CCN(C(=O)OC(C)(C)C)CC2)nn1 (stereo not given in full)
    4%	7%	u	-4%	0%	-7%	-47%	1%	31%	-1%
[38] COc1ccc(OC)c(S(=O)(=O)N2CCC(C(=O)NC3CCCC3)CC2)c1
    -1%	-3%	-6%	-2%	-1%	0%	-3%	-5%	-8%	-1%
[39] CSc1cc(-c2ccc(Cl)cc2)c(C(=O)NN)s1
    -1%	22%	x	u	-5%	-4%	-79%	-1%	11µM*	2%
[40] O=C(c1cccs1)N1CCN(Cc2ccccn2)CC1
    10%	-2%	5%	-5%	2%	-2%	-6%	0%	6%	4%
[41] CN(C)c1ccc(C2=NOC(CN3C(=O)c4ccccc4S3(=O)=O)C2)cc1 (stereo not given)
    0.63µM*	2%	-7%	-7%	u	u	u	3.2µM*	-21%	3µM*
[42] O=C(/C=C/c1ccccc1)N1CCC(N2CCC(C(=O)N3CCOCC3)CC2)CC1
    -21%	3%	-2%	-1%	-3%	0%	8%	-4%	-14%	-5%
[43] COc1ccc(C(=O)OC(C)C(=O)NCC2CCCCC2)cc1S(=O)(=O)N1CCOCC1 (stereo not given)
    -4%	x	u	x	-3%	3%	0%	-4%	x	-2%
[44] CC(=O)Nc1cccc(OCCCNC(=O)C2CCC2)c1
    -3%	x	-1%	8%	6%	-1%	9%	10%	20%	0%

Shown tab-delimited: part of the list above
nr	molecule	Rab9 promoter act	MBNL1 CUG block	uPA generation	VP16 counter	p53 reactivation	ELG1 genotox	BRCA1 expr act	NPC1 promoter act	RORgamma inh	FLuc modulator
10	Cc1cccc(OC(C)c2ccnc3nc(/N=C/N(C)C)nn23)c1 (stereo not given)	2%	7%	-17%	8%	-12%	-2%	-50%	0%	19%	0%
11	C=CCOc1cccc(C2c3c(oc4ccc(F)cc4c3=O)C(=O)N2CCCN2CCOCC2)c1 (stereo not given)	-4%	23%	7%	0%	4%	0%	-21%	-3%	0%	-1%
12	Cc1ccc(C)n1-c1ccc(C(=O)NN)cc1	-2%	-15%	6%	-14%	5%	8%	17%	-3%	-16%	-15%
13	COc1cc(CCCN2C(=O)C(=O)NC[C@@H]2c2ccccc2)cc(OC)c1OC	2%	-8%	9%	0%	0%	0%	6%	3%	31%	2%
14	CSCC[C@H](NC(=O)c1cc2c([nH]c3ccccc32)c(-c2ccccc2)n1)C(=O)O	-9%	3%	1%	3%	-5%	0%	-2%	-5%	7%	-19%
15	O=C1CC[C@@H](O)CCN1CC[C@H](Sc1ccccc1)c1ccccc1	5%	-7%	10%	-4%	x	6%	-9%	-3%	5%	-1%

Screening data as filed in PubChem.
